Screening results deposited in PubChem BioAssay by National Center for Advancing Translational Sciences (NCATS).
GLP-1R agonist: agonists of human GLP-1 receptor; P43220; HEK293 GLP-1R CRE-luciferase, luminescence, 4-6 h; cells express a hypersensitive GLP-1R form; Potency, µM (highest dose often 45.6 µM), for inactives: top-dose activation, most hits filed as activators; 380,000 tested, 0.007% active; AID 624172; note: potency is the fitted concentration of half-maximal effect; % of control where 0% means no effect
IL-2 act: activators of IL-2; IL-2 activation reporter assay, cell-based qHTS; stimulated with anti-CD3/CD4/CD28 beads; in transgenic mouse T cells; 360,000 tested, 0.065% active; activation, % (series mostly up to about 46 µM); in the data active = activation above about 50%; inconclusive = mostly about 30% to 49%; note: 0% is about no effect
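Unstimulated transgenic mouse T cells, 750 per well, received compound and, after 60 minutes, anti-CD3/anti-CD4 bead plus anti-CD28 stimulation. EGFP and DsRed were quantified after 18 hours.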
HEK293 tox: cytotoxic in the GLP-1 receptor inverse agonist counter-screen. AID 624418. 410,000 tested, 0.13% active. Potency, µM (series often up to 38.3 µM), for inactives: at the highest dose activity change, negative = inhibition, most hits filed as inhibitors. HEK293 cAMP-luciferase reporter cells, luminescence, 24 h;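 note: loss of luciferase light is scored as toxicity; potency is the fitted concentration of half-maximal effect; % is set by controls: 0 for no effect and ±100 for the full control effect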
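A 23 nL compound transfer followed 12 hours of cell culture at 37 deg C; exposure then lasted 24 hr. Luciferase assay detection reagent was dispensed and plates read for luminescence after a 12 min room-temperature wait.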
GLP1R inv ag: acts as inverse agonist at human GLP-1 receptor | P43220 | HEK293 GLP-1R CRE-luciferase, luminescence, 24 h; GLP-1R form is constitutively active | Potency, µM (top dose mostly 38.3 µM), without a hit: top-dose activity change, negative = inhibition, actives largely listed as inhibitors | 410,000 tested, 1.6% active; note: potency is the fitted concentration of half-maximal effect; % is set by controls: 0 for no effect and ±100 for the full control effect; nearly all actives have a fitted effect of over 55% in size
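Assay principle: reduced luminescence from a cAMP-responsive reporter in HEK293 cells co-expressing a constitutively active GLP-1R. Conditions: 24 hr compound incubation, 37 deg C, 5% CO2.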
EPAC1 antag: EPAC1 (human) antagonism; AID 720709; 360,000 tested, 0.14% active; O95398; EPAC1 GEF assay, Rap1b-BODIPY-GDP exchange fluorescence; Potency, µM (series often up to 115 µM), without a hit: at the top dose activity change, negative = inhibition, actives largely listed as inhibitors;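 note: potency is the fitted concentration of half-maximal effect; plate controls were vehicle for no effect and positive control for full effect; nearly all actives have a fitted effect of over 50% in size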
PLK1 PBD inh: inhibitors of human PLK1 polo-box domain binding; P53350; Plk1 PBD binding of FITC phosphopeptide, fluorescence polarization; Potency, µM, without a hit: max response, negative = inhibition, actives largely listed as inhibitors; 360,000 tested, 2.8% active; AID 720504; note: potency is the fitted concentration of half-maximal effect; series mostly up to about 57 µM; % is set by controls: 0 for no effect and ±100 for the full control effect; nearly all actives have a fitted effect of over 65% in size
Target sequence (P53350 whole entry, looked up, the tested form may be a part): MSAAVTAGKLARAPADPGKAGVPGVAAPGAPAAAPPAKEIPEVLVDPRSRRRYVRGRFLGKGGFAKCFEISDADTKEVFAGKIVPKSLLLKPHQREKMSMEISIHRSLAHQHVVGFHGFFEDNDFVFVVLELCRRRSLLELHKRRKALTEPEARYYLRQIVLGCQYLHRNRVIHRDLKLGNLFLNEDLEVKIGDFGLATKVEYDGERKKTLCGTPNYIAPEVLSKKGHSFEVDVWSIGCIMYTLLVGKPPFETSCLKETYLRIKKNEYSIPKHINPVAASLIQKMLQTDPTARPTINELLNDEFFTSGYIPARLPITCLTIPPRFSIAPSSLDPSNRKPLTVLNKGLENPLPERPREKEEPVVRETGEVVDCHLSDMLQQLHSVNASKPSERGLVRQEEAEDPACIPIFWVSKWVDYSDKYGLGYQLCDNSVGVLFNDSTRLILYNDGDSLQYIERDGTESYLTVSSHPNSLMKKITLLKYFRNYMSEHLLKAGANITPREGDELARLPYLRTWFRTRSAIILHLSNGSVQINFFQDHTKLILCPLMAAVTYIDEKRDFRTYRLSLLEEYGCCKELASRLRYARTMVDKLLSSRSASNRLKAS
EPAC1 agonist: agonists of human EPAC1. O95398. EPAC1 agonist qHTS, biochemical assay; response scale: 100% = response to 6.5 mM cAMP. Potency, µM (titrated, usually from 154 µM), for inactives: at the highest dose activation, most hits filed as activators. 360,000 tested, 0.073% active; note: potency is the fitted concentration of half-maximal effect; nearly all actives have a fitted effect of over 60% in size
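Normalized to 6.5 mM cAMP, activity reflects EPAC1-catalysed release of BODIPY-GDP from Rap1B, followed kinetically over 30 min at 480 nm excitation, 540 nm emission. Reaction contained 100 nM EPAC1, 250 nM Rap1B-BODIPY-GDP, 50 uM GDP.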
PI5P4Ka inh: inhibitors of human PI5P4K alpha | PI5P4Kalpha enzyme, ADP-Glo luminescence, 60 min; active compounds read low | P48426 | 330,000 tested, 1.2% active | max response, %; active = max response of -50% or lower; inconclusive = between -30% and -50%; inactive = -30% or higher; note: value at the top dose of about 77 µM; % is set by controls: 0 for no effect and ±100 for the full control effect
Target sequence (P48426 whole entry, looked up): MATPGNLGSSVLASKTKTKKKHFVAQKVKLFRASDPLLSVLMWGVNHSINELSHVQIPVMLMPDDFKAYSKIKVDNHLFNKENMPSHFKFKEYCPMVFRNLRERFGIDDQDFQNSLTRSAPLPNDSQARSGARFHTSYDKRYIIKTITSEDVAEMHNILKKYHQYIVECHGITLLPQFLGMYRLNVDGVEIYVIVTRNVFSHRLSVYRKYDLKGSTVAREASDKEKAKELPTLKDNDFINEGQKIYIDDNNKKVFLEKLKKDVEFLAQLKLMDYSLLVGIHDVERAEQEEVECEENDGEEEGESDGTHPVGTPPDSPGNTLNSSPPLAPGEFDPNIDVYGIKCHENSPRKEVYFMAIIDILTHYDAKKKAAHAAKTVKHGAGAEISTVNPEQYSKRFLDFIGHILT
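Reactions run in 0.038 M HEPES pH 7.4, 0.28 mM EGTA, 0.1% CHAPS and 5% DMSO, with PI5P4Kalpha, substrate, compound and 5 microM ATP final, one hour at room temperature. Readout is ADP-Glo luminescence.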
PTHR1 agonist: agonists of human PTHR1 parathyroid hormone receptor | Q03431 | HEK293 GP2 PTHR1 cells, GloSensor cAMP luminescence, 1 h | Potency, µM (series often up to 115 µM), without a hit: at the top dose activation, hits mostly activators | 410,000 tested, 0.075% active | AID 743266; note: potency is the fitted concentration of half-maximal effect; nearly all actives have a fitted effect of over 55% in size; some results filed as inactive show a strong effect at the top dose; inactives centre near -15; many of its hits are not listed in these tables
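HEK-293-derived GP2 cells expressing PTHR1 and a GloSensor cAMP reporter, 3,000/well, plated overnight, given luciferin plus IBMX (each 0.5 mM as added) for 1 h at 37 °C, then compound for 1 h at 37 °C. Luminescence was read after 15 min at room temperature.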
* marks the source's active call; other numbers are inactive results; i = inactive; ? = inconclusive; . = no result given; [ ] = another dose, or the depositor's remark. Unless noted, calls come from the whole dose curve; as a rule, active = well fitted curve in the direction sought with a large enough effect; inconclusive = small, poorly fitted or top-dose-only effect, or another doubt; inactive = no such curve, though single readings can be large; an effect the other way counts as inactive or inconclusive. This is a subset; rates above refer to the full screens.

SMILES	GLP-1R agonist	IL-2 act	HEK293 tox	GLP1R inv ag	EPAC1 antag	PLK1 PBD inh	EPAC1 agonist	PI5P4Ka inh	PTHR1 agonist
Cn1c(=O)c2c(SCC(=O)Nc3nccs3)nc(C3CC3)nc2n(C)c1=O	1%	0.5	-1%	19%	-4%	-9%	-1%	3	-12%
Cc1ccccc1CCNC(=O)C1CCC(=O)N(Cc2ccc(Cl)cc2)C1 (configuration not stated)	-4%	0.2	-2%	?	-18%	-9%	26%	9	-8%
CCC1CCCCN1C(=O)CSc1nc2c(cnn2-c2ccc(C)cc2)c(=O)[nH]1 (configuration not stated)	4%	-1.1	5%	-3%	9%	-5%	-2%	9	-6%
COc1ccc(NC(=O)[C@H](COCc2ccccc2)NC(=O)OC(C)(C)C)cc1	1%	0.0	-22%	0%	-2%	3%	9%	.	i
Cc1ccc(-c2c(C#N)c(N)n3c(nc4ccccc43)c2C#N)cc1	6%	-1.6	145%[activator]	-8%	-6%	-17%	-13%	-22	-24%
COc1ccccc1NS(=O)(=O)c1cccc(C(=O)N2CCN(C/C=C/c3ccccc3)CC2)c1	-5%	-5.4	-15%	?	6%	3%	3%	-1	-17%
CCOC(=O)c1c(NC(=O)CCNCc2ccco2)sc2c1CCC2	9%	0.2	-15%	?	3%	4%	1%	1	i
COc1ccc(OC)c(NC(=O)CSc2ncccn2)c1	17%	-1.0	2%	-1%	2%	0%	4%	-4	i
O=S(=O)(c1ccccc1)N1CCN(Cc2nnc(-c3ccccc3)o2)CC1	0%	-0.9	6%	-13%	-11%	2%	8%	3	i
CCOC(=O)COc1cccc2c(=O)n(CC(=O)NCc3ccc4c(c3)OCO4)ccc12	8%	-1.7	3%	-33%	-7%	-4%	0%	11	7%

Quoted at random: 2 records from the list.
SMILES	GLP-1R agonist	IL-2 act	HEK293 tox	GLP1R inv ag	EPAC1 antag	PLK1 PBD inh	EPAC1 agonist	PI5P4Ka inh	PTHR1 agonist
COc1ccc(OC)c(NC(=O)CSc2ncccn2)c1	17%	-1.0	2%	-1%	2%	0%	4%	-4	i
O=S(=O)(c1ccccc1)N1CCN(Cc2nnc(-c3ccccc3)o2)CC1	0%	-0.9	6%	-13%	-11%	2%	8%	3	i

(list continues)
SMILES	GLP-1R agonist	IL-2 act	HEK293 tox	GLP1R inv ag	EPAC1 antag	PLK1 PBD inh	EPAC1 agonist	PI5P4Ka inh	PTHR1 agonist
CCN1CCN(c2cc(C)c3cc(NC(=O)c4cccc(OC)c4)ccc3n2)CC1	8%	0.3	?	-29%	1%	2%	2%	1	-35%[inhibitor]
CC(NC(=O)CN(C)S(=O)(=O)c1ccc(F)cc1)C1CC2CCC1C2 (configuration not stated)	9%	-0.3	-15%	?	-21%	4%	-2%	0	-14%
CCN(CC)CCCNC(=O)C(C)n1c2ccccc2c2nc(=O)cc(C)n21 (configuration not stated)	-5%	-0.1	2%	10%	-15%	-4%	12%	0	i
CN(C(=O)c1cccc(NC(=O)Cc2ccc(NC(=O)C3CCN(C(=O)C4CCCCC4)CC3)cc2)c1)C1CCCCC1	1%	0.1	-23%	17%	-28%	-2%	-16%	0	-11%
COc1ccc(NC(=S)Nn2cnnc2)c(OC)c1	-2%	0.3	-8%	11%	16%	21µM*	15%	-19	0%
CC(C)(C)c1ccccc1NC(=O)c1cccnc1	1%	-1.3	-21%	0%	13%	3%	-3%	.	i
N#Cc1ccccc1S(=O)(=O)N1CCN(C(=O)CN2C(=O)NC3(CCCC3)C2=O)CC1	6%	4.0	-2%	4%	-19%	-10%	5%	4	-7%
CC(C)c1ccccc1NC(=O)c1ccco1	-1%	-0.4	-13%	63%[activator]	9%	-2%	0%	.	i
CCCCCCNCc1ccc(Br)cc1	19%	-1.9	5%	-19%	3%	0%	7%	.	i
OC(CN1CCOCC1)(c1ccccc1)c1ccccn1 (configuration not stated)	5%	-4.9	-5%	-7%	10%	0%	8%	2	i
COc1cc(NC(=O)CSCc2ccccc2)c(C(=O)O)cc1OC	-1%	-1.1	12%	40%[activator]	-19%	3%	4%	0	-23%
c1ccc(Nc2cc(-c3ccccc3)nc3ncnn23)cc1	-1%	3.4	-9%	2%	-1%	3%	3%	.	-2%[57.5 µM]
Cc1ccc(C2=NNC(c3cccc(F)c3)S2)cc1 (configuration not stated)	-5%	-0.7	23%	-21%	-4%	?	-5%	4	-40%[inhibitor]
CN1C(=O)NC(NC(=O)c2cccs2)(C(F)(F)F)C1=O (configuration not stated)	-11%	-1.9	0%	12%	-9%	-6%	4%	2	i
Cc1ccc(S(=O)(=O)N2CCN(C(C)C(=O)Nc3ccccc3-c3ccccc3)CC2)cc1 (configuration not stated)	4%	-0.1	31%	-29%	?	-15%	1%	-4	i
C=CCOc1ccc(C2OC34CCCCC3C(C#N)(C#N)C2(C#N)C(=N)O4)cc1 (configuration not stated)	-1%	0.5	201%[activator]	-12%	6%	-28%	16%	-16	i
Fc1cccc(Cc2noc(CN3CCN(c4cnccn4)CC3)n2)c1	-2%	-0.2	0%	-6%	-4%	-6%	-5%	2	i
Cc1ccc(S(=O)(=O)N(C)C[C@H]2OCc3cnnn3CCCC(=O)N([C@H](C)CO)C[C@H]2C)cc1	-5%	-1.5	-1%	17%	-25%	-21%	-12%	4	-6%
Cc1cccc(N2CCN(C(C(=O)NCc3ccccc3)c3ccc(F)cc3)CC2)c1C (configuration not stated)	.	-0.9	0%	10%	3%	-5%	-2%	-4	-24%
COc1ccc(CN2C[C@H](O)COC[C@@H]3O[C@H](CC(=O)NCc4ccncn4)CC[C@H]32)cc1	.	0.2	3%	18%	6%	2%	8%	6	i
COc1ccc(OC)c(NC(=O)C2CCN(S(=O)(=O)c3c(C)noc3C)CC2)c1	-2%	-3.6	-10%	3%	0%	-16%	1%	1	i
CCC1Oc2ccccc2N(Cc2ccccc2C)C1=O (configuration not stated)	-6%	-2.0	3%	?	2%	-5%	15%	.	-13%[57.5 µM]
CC(CCc1ccccc1)NC(=O)CN1C(=O)NC2(CCCCC2)C1=O (configuration not stated)	0%	0.1	4%	19%	10%	-9%	-7%	5	22%
CCC(C)NC(=O)C(Cc1ccccc1)n1cccc1 (configuration not stated)	-4%	2.5	12%	-2%	-8%	-5%	6%	-2	-8%
CCOc1ccc(NC(=O)COc2ccccc2)c([N+](=O)[O-])c1	11%	2.5	-10%[0.307 µM]	-8%[0.307 µM]	-15%	24µM*	-7%	-5	-11%
Cc1ccc(Cc2c[nH]c(=S)s2)cc1	3%	3.4	?	-19%	-11%	6.7µM*	16%	-15	-13%
CCCCn1nnnc1C(c1ccccc1)N1CCN(C)CC1 (configuration not stated)	-3%	-0.6	-3%	4%	-15%	4%	12%	0	-16%
COc1ccc(CC(=O)NCc2ccc(-n3cccc3)cc2)cc1OC	7%	-3.1	-12%	?	5%	6%	-5%	-4	-24%
CC1CCN(C(=O)c2ccc(N3C(=O)C4CCC(C)CC4C3=O)cc2)CC1 (configuration not stated)	7%	-1.3	-13%	-3%	16%	0%	-4%	-5	i
O=C1C2C3C=CC([C@@H]2C(=O)N1C1CC1)[C@H]1C(=O)N(C2CC2)C(=O)C31 (some centres not stated)	-6%	-3.3	10%	5%	25%	-10%	7%	3	-17%[57.5 µM]

In the list so far, these have a thiophene ring, fused or not.
SMILES	GLP-1R agonist	IL-2 act	HEK293 tox	GLP1R inv ag	EPAC1 antag	PLK1 PBD inh	EPAC1 agonist	PI5P4Ka inh	PTHR1 agonist
CCOC(=O)c1c(NC(=O)CCNCc2ccco2)sc2c1CCC2	9%	0.2	-15%	?	3%	4%	1%	1	i
CN1C(=O)NC(NC(=O)c2cccs2)(C(F)(F)F)C1=O (configuration not stated)	-11%	-1.9	0%	12%	-9%	-6%	4%	2	i

5 compounds out of the list above, sorted by the value under GLP1R inv ag, ascending.
Structure	GLP1R inv ag
C=CCOc1ccc(C2OC34CCCCC3C(C#N)(C#N)C2(C#N)C(=N)O4)cc1 (configuration not stated)	-12%
OC(CN1CCOCC1)(c1ccccc1)c1ccccn1 (configuration not stated)	-7%
CCC(C)NC(=O)C(Cc1ccccc1)n1cccc1 (configuration not stated)	-2%
Cc1cccc(N2CCN(C(C(=O)NCc3ccccc3)c3ccc(F)cc3)CC2)c1C (configuration not stated)	10%
COc1ccc(NC(=S)Nn2cnnc2)c(OC)c1	11%

Remaining list, next part.
SMILES	GLP-1R agonist	IL-2 act	HEK293 tox	GLP1R inv ag	EPAC1 antag	PLK1 PBD inh	EPAC1 agonist	PI5P4Ka inh	PTHR1 agonist
Cc1ccc(-c2noc(C3CCN(C(=O)Nc4ccc(C#N)cc4)CC3)n2)o1	-3%	2.7	-4%	6%	7%	-3%	4%	.	i
COc1ccc(N2C(=O)CC(N3CCOCC3)C2=O)cc1 (configuration not stated)	9%	-2.6	7%	9%	3%	-6%	2%	-6	i
COc1ccc(C2CC(C(F)(F)F)n3nc(C(=O)NCCN4CCOCC4)cc3N2)cc1 (configuration not stated)	-11%	-1.9	-1%	16%	-13%	-6%	6%	.	i
COc1ccc(CNC(=O)c2cc(SC)ccc2Cl)cc1OC	7%	-0.8	2%	-12%	?	-18%	-5%	-2	-35%[inhibitor]
CCOC(=O)c1c(CSc2ccccc2)oc2ccc(O)cc12	15%	-0.9	?	?	-21%	4%	19%	4	-59%[inhibitor]
CC(CC(=O)Nc1cc([N+](=O)[O-])ccc1Cl)c1ccccc1 (configuration not stated)	0%	0.7	-6%	?	0%	-1%	0%	3	-4%
CN1C2CCC1/C(=C\c1ccccc1)C(=O)/C2=C\c1ccccc1	-2%	-1.5	?	?	-2%	-7%	14%	0	-24%
O=C1c2ccccc2C(c2nc3ccccc3[nH]2)N1Cc1ccco1 (configuration not stated)	-1%	0.8	-2%	12%	19%	-11%	13%	3	-5%
